Screens deposited in PubChem by NCI.
Growth percent in the NCI-60 one-dose screen (48 h, 10 µM unless noted): 100 = growth as untreated, 0 = no growth, -100 = all killed.
SW-620: SW-620 colon cancer | actives 5.2% (n = 82,000) | AID 1794795
A498: A498 renal cancer cells | actives 5.4% (n = 76,000)
SNB-75: SNB-75 CNS cancer. actives 5% (n = 79,000). AID 1794750
HT29: HT29 colon cancer | actives 7.4% (n = 81,000) | AID 1794748
HCT-15: HCT-15 colon cancer; AID 1794746; actives 5.2% (n = 82,000)
KM12: KM12 colon cancer cells. actives 5% (n = 82,000). AID 1794800
HCT-116: HCT-116 colon cancer; actives 7.3% (n = 82,000)
COLO 205: COLO 205 colon cancer. actives 7.3% (n = 79,000). AID 1794742
HCC-2998: HCC-2998 colon cancer; actives 4.7% (n = 79,000); AID 1794799
An asterisk follows results filed as active; nt = not tested or not shown; & = joins results of further samples. How the source made its calls: active means growth percent below 10; inactive means the rest.

nr	compound	SW-620	A498	SNB-75	HT29	HCT-15	KM12	HCT-116	COLO 205	HCC-2998
1	CCCOC1=C(Cl)C(=O)c2cccc([N+](=O)[O-])c2C1=O	95	103	107	95	100	94	50	106	108
2	CN(C)C(=S)SC1(CN2CCOCC2)COc2c(Cl)cc(Cl)cc2C1=O (configuration not stated)	81	107	89	91	59	88	70	100	95
3	C=C1C(=O)O[C@H]2[C@H]1CC/C(CNC(=O)/C=C/c1ccc(Br)cc1)=C\CC[C@@]1(C)O[C@@H]21	-79*	nt	49	-75*	-64*	36	-81*	-65*	-93*
4	CC(C)(C)c1ccc(S(=O)(=O)Oc2ccc(NC(=O)C3CCCCCC3)cc2)cc1	65	77	95	61	54	54	38	99	83
5	Brc1ccc(-c2nnc3sc(/C=C/c4ccccc4)nn23)cc1	97	102	97	108	101	105	104	108	111
6	COC(=O)c1c(C)cc(I)cc1C	99	103	96	107	102	107	104	105	101
7	COC(=O)C1=C(C(=O)OC)C2C=CC1C1C(OC(C)=O)C(OC(C)=O)C21 (configuration not stated)	108&99	105&102	81&80	103&101	111&100	110&105	112&98	112&108	114&108
8	CCOC(=O)/C=C1\S/C(=N\Nc2ccc([N+](=O)[O-])cc2[N+](=O)[O-])N(CC)C1=O	98	73	73	108	90	99	94	113	103
9	CCCSc1nc2c([nH]1)c(=O)n(C)c(=S)n2C	112	106	122	108	100	96	105	116	105
10	O=S(=O)(O)c1cc(S(=O)(=O)O)c2cc(O)ccc2c1	104	110	86	101	105	106	95	108	nt
11	Cc1ccc(N=C2S/C(=C\c3ccc(Cl)cc3)C(=O)N2Cc2nc3ccccc3[nH]2)cc1	90	nt	72	105	98	97	85	100	78
12	COc1ccc(/C=C2\SC(=Nc3cc(C)[nH]n3)NC2=O)cc1	97	nt	95	107	84	90	97	91	100
13	O=C1/C(=C/c2ccccn2)NC(=S)N1c1cccc(Br)c1	103	102	100	115	99	102	98	113	106
14	Cc1ccc(/C=C/C2=NN(C(N)=O)C(c3ccc(C)s3)C2)s1 (configuration not stated)	98	nt	89	99	98	96	88	107	107
15	COc1ccc(CNc2oc(-c3ccccc3)c(-c3ccccc3)c2C#N)cc1	107	nt	96	72	33	80	48	91	93
16	CC(C)CC(=O)Nc1ccc2ccccc2c1	97	nt	68	97	99	107	98	134	90
17	COc1ccc(-c2nn(-c3ccc(NC(=O)c4cc(C(F)(F)F)cc(C(F)(F)F)c4)cc3)cc2-c2ccncc2)cc1Cl	72	46	72	54	46	53	43	86	78
18	COc1cc(Cc2n[nH]c(=S)n2-c2ccccc2)c(S(=O)(=O)N2CCOCC2)cc1OC	114	130	94	93	100	104	98	97	103
19	CCC(O)(C(C)C)C(C)C	104	77	85	114	103	121	102	120	110
20	CS(=O)(=O)Nc1ccc(OCc2nnc(-c3ccccc3)o2)c(F)c1	110	91	88	107	97	106	98	108	100
21	CN(C(=O)NCc1cccc(F)c1Cl)[C@H](COC(=O)Nc1cc2ccccc2cn1)CC(O)CO (some centres not stated)	92	55	-21*	99	101	104	95	111	110
22	CCOC(=O)C1=CCC(n2cc(F)c(=O)[nH]c2=O)O1 (configuration not stated)	90	100	121	105	104	88	97	109	103
23	Cn1ncc2c1NC(c1ccc(F)cc1)SCC2=O (configuration not stated)	105	94	80	88	96	106	99	113	93
24	OC(c1cccc(C(F)(F)F)c1)c1cnc(C(F)(F)F)cc1NC1CCCCCC1 (configuration not stated)	97	102	83	72	85	84	74	97	95
25	COc1ccc(CN2CCCC(C(=O)c3ccc(C(F)(F)F)cc3)C2)c(O)c1 (configuration not stated)	13	15	-1.8*	1.6*	26	18	16	-23*	32
26	CSc1nnc(-c2sc3nnc(-c4ccccc4)c(-c4ccccc4)c3c2O)o1	93	nt	78	107	55	73	61	110	nt
27	CCOC(=O)/C(C#N)=C\N1CCNc2ccccc21	101	nt	104	100	97	109	101	118	98
28	CCO/N=C(/N)c1ncn(Cc2ccccc2)c1NCC(OCC)OCC	106	119	nt	104	102	101	95	106	97
29	CCN(CC)CCN1C(=O)c2c(c(C)c3c(oc4cc(O)ccc43)c2C)C1=O	-50*	101	90	-37*	-59*	-80*	-85*	13	92
30	CC(C)[C@H]1c2[nH]c3ccccc3c2C[C@H]2C(=O)N(CCCCCCC(=O)NO)CC(=O)N12	82	90	63	77	97	89	59	84	102
31	O=C1NC(=S)NC(=O)C1=Cc1cccc(Cl)c1	112	126	nt	100	113	115	95	108	111
32	NN1C(=O)c2ccccc2C1=O	105	103	94	nt	107	106	109	107	99
33	COc1ccc([N+](=O)[O-])cc1C(F)(F)F	107	94	109	105	105	106	104	125	107
34	O=C(Nc1nc2ccc(C(=O)N3CCN(c4ccc(Cl)c(Cl)c4)CC3)cc2s1)c1ccc(NCCc2ccccc2)c([N+](=O)[O-])c1	103	79	98	100	98	107	95	108	105
35	Cc1ccc(S(=O)(=O)NC(CCC(=O)Nc2ccccc2)C(=O)Nc2ccccc2)cc1 (configuration not stated)	11	-21*	-25*	-14*	0.5*	0.4*	-49*	-23*	0.9*
36	COC(=O)C1C2CC3C(OC(=O)C31C)C2I (configuration not stated)	110	115	96	110	102	109	108	122	113
37	Cc1[nH]c2ccccc2c1CCNC(=O)c1ccc(-c2nn[nH]n2)cc1	98	108	88	100	99	96	93	106	95
38	CCCCCNCC(O)Cc1ccc(OCC)cc1 (configuration not stated)	100	93	97	81	105	104	85	105	105
39	COc1ccc(CC(=O)NCCc2ccccc2)cc1OC	99	89	76	99	80	97	111	120	nt
40	COCCn1c(-c2csc(-c3cn(C)c4ccccc34)n2)cc2cccnc21	94	78	99	63	47	68	66	77	91
41	CC1(C)OCC(C2OC3OC(C)(C)OC3C2O)O1 (configuration not stated)	100	100	82	107	99	102	98	104	96
42	O=C(O)c1cn(C2CC2)c2cc(N3CCN(C(=O)N(c4ccccc4)c4nc(-c5ccccc5)cs4)CC3)c(F)cc2c1=O	21	3.2*	-9.1*	4.2*	6.3*	5.0*	5.0*	-21*	17
43	CCOC(=O)Nc1nnc(Sc2nc3c(c(=O)n(C)c(=O)n3C)n2CC)s1	96	nt	95	99	98	102	101	nt	96
44	CCOC(=O)c1cc(C(=O)c2cc(OC)cc(OC)c2)n2c1ccc1c3ccccc3ccc12	64	97	85	83	61	80	51	95	104
45	N#C/C(=C\c1c[nH]c2ccccc12)C(=O)Nc1sc2c(c1C#N)CCCC2	114	83	95	109	95	100	105	109	116
46	COc1ccc(Nc2nc(C)c(C(=O)/C=C/c3cccc(OC)c3)s2)cc1	72	nt	85	63	59	79	66	116	110
47	O=C(O)c1cn(C2CC2)c2cc(N3CCN(C(=O)c4ccccc4O)CC3)c(F)cc2c1=O	112	102	94	90	101	101	97	98	92
48	CC(=O)CCC1CCC(C(C)C)CC1 (configuration not stated)	106	87	92	93	110	103	96	118	110
49	O=C1/C(=C/c2cccc3c2OCO3)Cc2cc3c(cc21)OCO3	32	71	70	30	22	33	32	59	72
50	Cn1cccc1C(=O)c1n[nH]n2c1nc(=O)c1sccc12	99	96	79	91	102	100	99	104	108
51	OC1CCN(Cc2ccccc2)CC1	105	85	81	107	107	147	88	nt	96
52	CCOC(=O)CC(C)C(C(=O)OCC)C(=O)OCC (configuration not stated)	106	99	101	102	103	107	105	109	105
53	CC(=O)C1C(=O)C(=O)N(c2cccc(C)c2C)C1=O (configuration not stated)	101	117	86	110	102	101	106	103	85
54	COc1ccc(-c2nc(N/N=C/c3ccc(Br)cc3)nc(N3CCOCC3)c2C#N)cc1	108	80	82	108	101	116	108	112	107
55	Cc1cc(N)c(S(=O)(=O)O)cc1Cl	100	110	98	98	97	110	89	99	102
56	CC(=O)Oc1ccc(OC(C)=O)c2c1CC1(C)OC1(C)C2 (configuration not stated)	106	74	100	105	103	107	108	129	123
57	Cc1cc(C)n(C(=O)c2sc(=S)n(-c3ccccc3)c2/N=C2\NC(=O)CS2)n1	110	110	88	103	100	98	100	114	110
58	CCCNCCC(=O)Nc1ccc(Cl)cc1C	107	111	109	82	104	100	86	nt	99
59	O=S(=O)(Nc1ccc(Cl)c(F)c1)c1ccc(-c2cnc(C3CC3)o2)cc1	18	-16*	-7.3*	-6.7*	21	38	23	1.8*	42
60	COc1ccc2c(c1)c(-c1nc(N)nnc1-c1cncc(Br)c1)cn2C	103	66	48	105	100	100	99	121	107

Exported field by field: part of the list above
52. CCOC(=O)CC(C)C(C(=O)OCC)C(=O)OCC (configuration not stated)
  SW-620 = 106
  A498 = 99
  SNB-75 = 101
  HT29 = 102
  HCT-15 = 103
  KM12 = 107
  HCT-116 = 105
  COLO 205 = 109
  HCC-2998 = 105
53. CC(=O)C1C(=O)C(=O)N(c2cccc(C)c2C)C1=O (configuration not stated)
  SW-620 = 101
  A498 = 117
  SNB-75 = 86
  HT29 = 110
  HCT-15 = 102
  KM12 = 101
  HCT-116 = 106
  COLO 205 = 103
  HCC-2998 = 85
54. COc1ccc(-c2nc(N/N=C/c3ccc(Br)cc3)nc(N3CCOCC3)c2C#N)cc1
  SW-620 = 108
  A498 = 80
  SNB-75 = 82
  HT29 = 108
  HCT-15 = 101
  KM12 = 116
  HCT-116 = 108
  COLO 205 = 112
  HCC-2998 = 107
55. Cc1cc(N)c(S(=O)(=O)O)cc1Cl
  SW-620 = 100
  A498 = 110
  SNB-75 = 98
  HT29 = 98
  HCT-15 = 97
  KM12 = 110
  HCT-116 = 89
  COLO 205 = 99
  HCC-2998 = 102

Next part.
nr	compound	SW-620	A498	SNB-75	HT29	HCT-15	KM12	HCT-116	COLO 205	HCC-2998
61	O=Cc1cn(C(=O)c2ccc(Cl)cc2)c2ccccc12	96	114	98	108	99	110	100	129	109
62	CC1(C)Oc2cc3oc(=O)ccc3cc2C[C@@H]1OCCOS(=O)(=O)c1ccc([N+](=O)[O-])cc1	99	88	92	103	98	99	96	108	97
63	O=C1[C@H]2Cc3c([nH]c4ccccc34)[C@@H](c3ccc(Cl)cc3)N2C(=O)CN1C1CCN(CC2CCCCC2)CC1	90	109	nt	75	78	89	69	94	98
64	O=C1C=CC(=O)N1c1ccc(Br)cc1Cl	101	108	90	103	99	102	103	93	108
65	S=c1c2c([nH]c3ccccc13)CCCC2	95	102	82	112	95	102	82	124	103
66	O=S(=O)(Cl)c1cc(Cl)c(Cl)cc1Cl	106	109	96	106	96	108	111	92	109
67	COc1cc2ncnc(Nc3ccc(S(=O)(=O)Nc4cc(C)on4)cc3)c2cc1OCCCN1CCN(c2ccccc2)CC1	100	96	95	102	104	109	101	100	104
68	Cc1nc(-c2ccccc2O)n(-c2ccccn2)n1	31	86	90	111	104	98	nt	107	100
69	Cc1ccc(N2C(=O)/C(=C/C=C/c3ccco3)SC2=S)cc1	90	nt	98	102	88	95	94	94	101
70	COC(=O)CC(O)CC(=O)OC	101	111	104	107	101	110	101	117	109
71	Clc1ccc(CSc2nnc(-c3cccs3)n2-c2ccccc2)cc1	100	84	86	95	88	97	77	109	118
72	CC1=NN(c2nc(-c3ccc(F)cc3)c(C#N)c(N3CCOCC3)n2)C(=O)C1	76	96	81	78	96	105	96	95	104

Reprinted at random: four entries already listed
nr	compound	SW-620	A498	SNB-75	HT29	HCT-15	KM12	HCT-116	COLO 205	HCC-2998
64	O=C1C=CC(=O)N1c1ccc(Br)cc1Cl	101	108	90	103	99	102	103	93	108
70	COC(=O)CC(O)CC(=O)OC	101	111	104	107	101	110	101	117	109
68	Cc1nc(-c2ccccc2O)n(-c2ccccn2)n1	31	86	90	111	104	98	nt	107	100
62	CC1(C)Oc2cc3oc(=O)ccc3cc2C[C@@H]1OCCOS(=O)(=O)c1ccc([N+](=O)[O-])cc1	99	88	92	103	98	99	96	108	97

Further compounds:
nr	compound	SW-620	A498	SNB-75	HT29	HCT-15	KM12	HCT-116	COLO 205	HCC-2998
73	CCCCCCCC(C)O (configuration not stated)	100	106	88	104	105	100	98	104	109
74	Cn1cc(-c2nnc(N)nc2-c2c[nH]c3ccc(F)cc23)c2cc(Br)cnc21	69	47	59	72	60	62	59	73	73
75	CC(C)(C)NCc1cc(C(C)(C)C)ccc1O	104	90	87	107	105	112	105	121	112
76	COc1cc(N=Nc2ccc(O)c3ncccc23)c2ncccc2c1	31	75	42	45	27	28	19	52	36
77	Clc1nc(N/N=C\c2ccccc2)nc(N2CCCCC2)n1	111	100	110	112	107	105	106	118	102
78	O=C=Nc1ccccc1-c1ccccc1	94	95	89	94	97	99	84	104	106
79	O=C(O)CCC(=O)O	103&101&107&116	101&100&102&133	110&94&111&115	117&103&110&107	110&103&112&104	107&105&109&112	104&105&107&107	110&108&108&120	110&96&109&85
80	Cc1cccc(/C=N/n2c(-c3ccc(Cl)cc3)nc3c(Br)cc(Br)cc3c2=O)c1	59	100	46	68	70	52	22	47	56
81	Cc1[nH]nc2c1C(c1cc3c(cc1Br)OCO3)C(C#N)=C(N)O2 (configuration not stated)	106	113	98	115	100	103	98	120	120
82	CCC(C)CC(C)C(=O)c1c(O)ccn(O)c1=O (configuration not stated)	25	115	49	97	25	34	23	108	90
83	CC(C)=CCc1ccc(O)c(=O)cc1C(C)C	34	53	13	28	38	26	17	27	7.5*
84	CSc1ccc(Cl)cc1	101	nt	101	102	103	110	98	101	116
85	COc1ccc(Cc2nnc(SCC(=O)c3ccc(C)cc3)n2-c2ccccc2)cc1	102	54	89	96	97	93	100	103	105
86	C[C@@H]1CCC2=C(CCC[C@]2(C)C(=O)O)[C@@]1(C)CCc1ccoc1	99	83	96	87	102	98	96	112	88
87	Nc1nc(-c2ccc(Cl)cc2)cc(-c2ccc(Nc3nc(Nc4ccccc4)nc(Nc4ccc(Cl)cc4)n3)cc2)n1	86	nt	85	86	81	68	55	100	60

Values in list order from the list:
HCT-15, compounds 72–82: 96, 105, 60, 105, 27, 107, 97, 110&103&112&104, 70, 100, 25

This is a random part of the collection; any-hit rate near 12%.
